Source: PubChem (several laboratories)
Mtb BioA inh = BioA (M. tuberculosis) enzyme inhibition. purified M. tuberculosis BioA enzyme, plate reader. inhibition, % at 9.99 µM. 360,000 compounds, 0.096% hits. AID 602481; in the data active means inhibition above about 40%
MazF activator = activators of E. coli MazEF toxin-antitoxin RNase | FAM/BHQ RNA-DNA oligo cleavage fluorescence, 5 h | activation, % at 20 µM | 350,000 compounds, 0.32% hits | AID 504720; in the data active means activation above about 50%
SSB-PriA inh = blocks PriA binding to SSB C-terminal tail. AlphaScreen SSBct-PriA binding, biotinylated peptide. inhibition, % at 33 µM. 430,000 compounds, 0.6% hits. AID 1272365; in the data active means inhibition mostly above about 37%, no sharp cut-off; inactive means mostly below about 20%;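 further: plate controls were negative control peptide for no effect and reference peptide for full effect; strong numbers were not always called active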
DUSP3 inh = blocks human VHR1 dual specificity phosphatase. P51452. recombinant VHR phosphatase, pNPP absorbance. inhibition, % at 13.3 µM. 290,000 compounds, 0.52% hits; in the data active means inhibition above about 50%; further: some compounds called inactive have numbers as strong as hits
Target sequence (P51452 whole entry, looked up): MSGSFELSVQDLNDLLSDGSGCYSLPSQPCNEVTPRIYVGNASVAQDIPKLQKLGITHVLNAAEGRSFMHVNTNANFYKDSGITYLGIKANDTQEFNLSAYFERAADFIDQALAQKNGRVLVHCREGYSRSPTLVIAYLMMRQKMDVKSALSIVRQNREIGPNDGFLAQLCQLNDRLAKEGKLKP
GDH-TPI inh = inhibits GDH-TPI coupling enzymes, artifact for Mtb FBA screen. GDH-TPI coupled enzyme counterscreen, NADH absorbance. inhibition, % at 4.8 µM. 360,000 compounds, 1.2% hits; in the data active means inhibition above about 30%;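 further: 0% = DMSO wells and 100% = wells lacking the enzyme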
Rv3671c protease = inhibitors of M. tuberculosis serine protease Rv3671c. AID 2606. P9WHR9. inhibition, % at 5.96 µM. 320,000 compounds, 0.048% hits; in the data active means inhibition above about 38%;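 further: extracellular domain of Rv3671c used as enzyme; 0% = enzyme with DMSO and 100% = no enzyme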
Target sequence (P9WHR9 whole entry, looked up, the tested form may be a part): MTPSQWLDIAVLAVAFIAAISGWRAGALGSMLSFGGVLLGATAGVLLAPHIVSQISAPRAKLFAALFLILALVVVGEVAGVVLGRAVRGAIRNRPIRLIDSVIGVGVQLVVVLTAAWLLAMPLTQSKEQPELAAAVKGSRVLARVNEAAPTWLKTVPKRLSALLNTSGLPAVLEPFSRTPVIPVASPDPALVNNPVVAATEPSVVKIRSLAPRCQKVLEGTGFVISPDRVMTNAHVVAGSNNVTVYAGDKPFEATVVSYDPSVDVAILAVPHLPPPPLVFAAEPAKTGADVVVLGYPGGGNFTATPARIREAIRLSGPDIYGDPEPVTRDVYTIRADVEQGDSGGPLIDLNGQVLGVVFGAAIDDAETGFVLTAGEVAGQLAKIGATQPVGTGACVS
BH1578 lux ind = induces V. cholerae light production without autoinducers; V. cholerae BH1578 lux reporter, luminescence, 6 h; activation, % at 18.7 µM; 350,000 compounds, 0.16% hits; AID 588436; in the data active means activation mostly above about 9.7%, no sharp cut-off; further: not every result past the cut was called active; inactives centre near 0; reference of the scale not given here
FBA Mtb inh = inhibits M. tuberculosis FBA enzyme; purified M. tuberculosis FBA, fluorescence read-out; inhibition, % at 1 µM; P9WQA3; AID 588726; 360,000 compounds, 2.3% hits; in the data active means inhibition above about 27%;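 further: 0% = vehicle and 100% = reference inhibitor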
UGM FP inh = blocks M. tuberculosis UGM enzyme; P9WIQ1; purified UGM, fluorescence polarization probe displacement; inhibition, % at 10 µM; 320,000 compounds, 0.06% hits; in the data active means inhibition above about 10%, passing the limit was not always enough
Target sequence (P9WIQ1 whole entry, looked up): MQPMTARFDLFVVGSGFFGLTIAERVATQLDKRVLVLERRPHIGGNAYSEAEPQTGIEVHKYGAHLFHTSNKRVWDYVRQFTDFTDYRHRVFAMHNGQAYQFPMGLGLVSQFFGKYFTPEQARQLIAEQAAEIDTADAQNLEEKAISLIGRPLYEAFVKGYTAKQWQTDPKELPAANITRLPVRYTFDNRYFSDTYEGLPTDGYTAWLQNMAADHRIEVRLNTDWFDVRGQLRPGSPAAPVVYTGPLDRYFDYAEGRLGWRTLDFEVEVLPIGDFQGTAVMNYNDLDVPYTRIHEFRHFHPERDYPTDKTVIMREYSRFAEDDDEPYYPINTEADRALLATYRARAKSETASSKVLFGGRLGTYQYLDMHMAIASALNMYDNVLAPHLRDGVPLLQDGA
3CLpro inhibitor = SARS-CoV 3CLpro protease inhibition; P0C6X7; recombinant SARS-CoV 3CLpro, quenched FRET peptide cleavage; inhibition, % at 6 µM; AID 1706; 290,000 compounds, 0.14% hits; in the data active means inhibition above about 12%
Numbers without * were called inactive; i = inactive; · = not tested or not shown; & = joins results of further samples.

SMILES	Mtb BioA inh	UGM FP inh	BH1578 lux ind	3CLpro inhibitor	MazF activator	GDH-TPI inh	SSB-PriA inh	Rv3671c protease	FBA Mtb inh	DUSP3 inh
CCOC(=O)C(Cc1c[nH]c2ccccc12)NC(=O)CNC(C)=O (centres undefined)	1.6	1.2	-0.1	4.6	7.1	-7.0	0.8	-1.1	-1.7	21.3
COC(=O)CC(NC(=O)c1ccc(C)cc1)c1ccc2c(c1)OCO2 (centres undefined)	0.4	0.2	i	2.3	-2.3	5.0	-3.7	-1.1	2.7	37.1
COC(=O)[C@H](Cc1ccccc1)NC(=O)N(C)Cc1ccccc1	·	0.6	i	0.6	-5.1	-7.5	-1.7	5.8	1.5	13.1
O=C(c1cc(C(=O)NCc2ccc(Cl)cc2)c(=O)n(Cc2ccc(Cl)cc2)c1)c1cc(F)ccc1O	·	-8.4	3.4	-1.3	-1.8	5.4	11.0	-25.9	-0.2	7.5
CCOC(=O)CC1C(C(=O)OCC)ON2OC(C(=O)OC)C(C(=O)OCC)C12 (centres undefined)	-2.9	-0.5	-0.3	-0.5	4.9	0.0	-13.9	-5.9	7.7	19.6
CCCCCC(=O)Nc1cc(S(=O)(=O)N2CCOCC2)ccc1N1CCCC1	-0.5	1.1	i	0.7	1.3	3.7	-4.0	0.1	-1.7	33.1
CCN1CCN(C(=O)Cc2coc3ccc4ccccc4c23)CC1	-0.7	-0.2	i	5.1	-1.3	12.0	-4.7	6.6	-2.2	6.5
Cc1nn(C)c(C(=O)Sc2ccccc2)c1[N+](=O)[O-]	-0.5	0.4	i	2.0	-1.0	11.7	2.9	2.9	2.0	3.8
CC(=O)Nc1ccc(CN2C(=O)C(C)(C)ON=C2c2ccc(NC(C)=O)cc2)cc1	0.9	·	0.4	·	·	-1.4	·	·	-0.9	·
Cc1c(/C=N/NC(=O)c2sc3ccccc3c2Cl)cnn1C	7.2	0.0	i	3.8	28.7	30.1	·	1.9	-11.9	23.7
COc1cc(NC(=O)CN2CCN(c3ccccc3O)CC2)c(C)cc1[N+](=O)[O-]	·	-0.1	i	-4.0	6.0	-6.8	10.6	0.5	-1.6	-3.6
O=C(Nc1ccc(S(=O)(=O)N2CCCC2)cc1)C1CC(=O)N(c2ccccc2)C1 (centres undefined)	·	-0.3	0.6	-2.6	1.8	-10.8	-17.7	6.6	1.9	15.2
N#Cc1ccc(CN2CCN(C(=O)c3cc(C4CC4)nn3-c3ccccc3)CC2)cc1	0.6	3.2	i	·	3.4	2.5	-9.0	10.6	-0.6	·
Fc1ccc(NC(=S)NCc2cccs2)cc1	-0.1	·	i	3.5	10.4	16.5	4.0	-4.0	0.8	-0.5
COc1ccc(OCCNC(=O)Nc2cc(F)c(F)cc2Cl)cc1	2.6	0.0	-0.2	-6.2	-0.7	-0.6	-13.6	-4.2	2.1	29.6
CCOC(=O)c1[nH]nc(-c2cc(CC)c(O)cc2O)c1-c1cscn1	-0.8	2.3	-0.3	-1.0	-5.9	-1.2	1.6	-1.5	-3.5	13.9
COC(=O)C(C)(N)Cc1ccc(O)cc1 (centres undefined)	-0.2	-1.7	i	·	-0.9	-3.4	3.5	3.0	-3.1	·
COc1ccc2[nH]c(=O)c(-c3nnn(-c4ccccc4)n3)cc2c1	0.1	6.1	0.5	-4.7	4.9	9.4	-0.9	-6.2	33.8*	3.1
CC(C)C1C(=O)N(Cc2cn(CC3CCCCC3)nn2)CCS(=O)(=O)N1Cc1ccc(-c2cccc(CO)c2)cc1 (centres undefined)	-2.3	·	-0.2	·	-4.1	1.4	·	·	-1.3	·
CCOC(=O)N1C(=O)c2cc(OC)ccc2S1(=O)=O	-0.7	-3.5	3.3	-3.3	5.2	-7.1	-15.8	3.5	-1.1	13.7
CCCCNC(=O)c1cc2cc(CC)ccc2[nH]1	·	-1.6	i	-0.4	9.1	11.2	-6.7	-8.4	31.1*	-15.0
COCc1cc(C)nc2sc(C(=O)OC)c(N)c12	1.5	4.5	·	-3.8	2.3	-7.7	-11.8	3.0	0.9	6.0
C=CCN1C(=O)C2(NC(=O)c3ccccc3N2)c2ccccc21 (centres undefined)	·	-0.2	0.6	3.5	5.9	3.2	0.6	-2.9	20.9	22.2
O=C(C1CCCN(S(=O)(=O)c2cccc3nsnc23)C1)N1CCN(c2ccccn2)CC1 (centres undefined)	2.1	0.5	i	-1.3	3.3	8.3	-5.3	4.1	0.8	21.6
Cc1cccc(NC(=O)c2cnccn2)c1	-0.6	1.4	-0.7	-0.3	8.7	9.4	-14.6	-4.7	-2.3	4.1
COc1ccc(Cl)cc1C(=O)Nc1nc2ccccc2[nH]1	-0.2	-0.9	-0.1	-2.6	-2.3	7.2	-5.5	1.3	4.1	31.1
CN1CCN(/N=C/c2nc(-c3ccccc3)n3ccccc23)CC1	2.3	-0.8	-0.1	-6.4	-2.8	15.8	·	0.9	-0.1	-8.5
CCc1ccc(C2CC(c3ccccc3)Nc3nc(N)nn32)cc1 (centres undefined)	0.9	-0.7	i	-4.0	12.2	-12.9	-13.3	5.1	2.6	2.9
COc1ccc(/C=C(\C#N)C(=O)C(C)(C)n2cncn2)cc1	·	-1.2	i	-4.1	-134.6	-6.1	-10.7	-9.6	-2.9	-10.5
Nc1ncnc2nc(N3CCN(C(=O)c4ccccc4)CC3)[nH]c12	8.8	2.1	-1.7	-7.3	2.7	-3.7	-8.5	5.0	1.1	4.5
C(=N\Nc1nc(N2CCOCC2)nc(N2CCOCC2)n1)/c1cccnc1	-1.6	-2.9	-3.2	-0.6	-1.5	10.7	·	-2.4	-0.6	16.8
O=c1[nH]c(C2CCN(S(=O)(=O)Cc3ccccc3)CC2)nc2c1nnn2Cc1ccccc1	18.2	3.2	i	4.9	-3.3	1.9	5.6	-8.1	1.4	24.8
NNc1nc2c(Cl)cccc2s1	-1.3	-3.6	-0.2	5.5	-1.4	6.3	7.1	6.8	0.9	-9.9
O=C(Nc1ccccc1Cc1ccccc1)c1ccccc1F	0.2	-3.4	i	-0.9	0.8	8.1	-2.7	-11.7	-0.1	-8.1
O=c1[nH]c2ccccc2n1CCCSCCCn1c(=O)[nH]c2ccccc21	0.2	1.0	i	3.3	-6.7	12.4	0.8	-10.1	-0.9	1.9
O=C(c1cccc(OC2CCN(Cc3cc(F)cc(F)c3)CC2)c1)N1CCCC1	·	-0.3	-0.9	-0.5	-3.6	8.3	1.8	-3.7	-0.8	-5.9
COc1ccc(NC(=O)c2cccc(N3C(=O)C4C5C=CC(C6CC56)C4C3=O)c2)cc1 (centres undefined)	2.0	-0.7	i	2.6	2.4	2.4	-11.7	-9.9	0.9	17.5
CC(=O)c1ccc(NC(=O)Nc2sc(NS(=O)(=O)c3ccccc3)nc2C)cc1	11.7	0.7	-1.0	-7.2	6.8	6.1	8.4	0.0	2.5	7.3
Cc1cc(F)ccc1S(=O)(=O)Nc1ccccc1C(=O)Nc1ccccc1N1CCOCC1	1.3	-0.8	i	6.5	-3.8	12.4	0.0	-3.2	5.5	12.3
Cc1cc(C)n(CCO)c(=O)n1	·	2.2	i	3.4	1.5	-8.9	-4.9	1.9	2.2	23.8
COCCn1nnnc1C1(N(Cc2cc3cc(C)ccc3[nH]c2=O)CC2CCCO2)CCN(C)CC1 (centres undefined)	-1.5	0.5	-0.3	·	-0.7	4.3	-10.8	-2.0	6.9	23.4
Cc1nc2nc(C)c(CCC(=O)NC3CCCCC3)c(C)n2n1	·	1.5	-0.4	0.3	2.3	0.0	3.4	3.5	-3.6	-6.4
CC(=O)Nc1nc(-c2ccc(-c3ccccc3)cc2)cs1	0.7	·	i	·	3.5	-2.6	·	·	7.2	·
COc1ccc(C(=O)CSc2nnc(-c3cc(C)on3)o2)cc1	·	-1.5	i	4.4	-3.8	4.0	-6.1	-11.2	-2.5	4.6
CNC(=O)c1[nH]nc2c1CCc1ccccc1-2	·	1.6	0.5	-1.6	0.3	5.3	-0.9	-10.0	3.8	-1.2
O=C(Cn1[nH]c(=O)c2ccccc2c1=O)NNC(=O)c1ccccc1	·	0.1	-0.8	-2.6	-2.9	8.8	7.1	9.3	-1.2	15.1
O=C(CCC(=O)N1CCOc2ccccc21)Nc1cc(F)ccc1F	1.4	-2.7	-0.4	-5.7	4.4	-3.0	-11.2	6.3	2.2	1.5
CCN(CC)C(=O)c1cn(CCC#N)nc1-c1ccc2ccccc2c1	1.7	-5.2	-0.3	1.9	-4.4	7.7	1.3	4.1	2.9	-11.6
COc1cccc2c(=O)n(CC(=O)N3CCC(C)CC3)ccc12	-0.5	-0.1	-0.3	-4.0	8.2	4.0	-5.2	-2.4	4.9	-1.9
Cc1ccc2c(c1)C1CN(C)CCC1N2C(=O)COc1ccc(S(=O)(=O)N2CCOCC2)cc1 (centres undefined)	-0.2	0.7	i	10.5	2.6	6.5	-24.6	-4.6	3.9	32.0

By substructure: the entries above containing two or more sulfur atoms.
SMILES	Mtb BioA inh	UGM FP inh	BH1578 lux ind	3CLpro inhibitor	MazF activator	GDH-TPI inh	SSB-PriA inh	Rv3671c protease	FBA Mtb inh	DUSP3 inh
Fc1ccc(NC(=S)NCc2cccs2)cc1	-0.1	·	i	3.5	10.4	16.5	4.0	-4.0	0.8	-0.5
O=C(C1CCCN(S(=O)(=O)c2cccc3nsnc23)C1)N1CCN(c2ccccn2)CC1 (centres undefined)	2.1	0.5	i	-1.3	3.3	8.3	-5.3	4.1	0.8	21.6
CC(=O)c1ccc(NC(=O)Nc2sc(NS(=O)(=O)c3ccccc3)nc2C)cc1	11.7	0.7	-1.0	-7.2	6.8	6.1	8.4	0.0	2.5	7.3

Going on with the list:
SMILES	Mtb BioA inh	UGM FP inh	BH1578 lux ind	3CLpro inhibitor	MazF activator	GDH-TPI inh	SSB-PriA inh	Rv3671c protease	FBA Mtb inh	DUSP3 inh
Cn1cc([C@@H]2C[C@H]3CN(C4CCCC4)C(=O)[C@]34CCCN24)c(-c2ccccc2)n1	·	0.5	0.2	3.4	2.4	3.5	-4.4	-0.5	2.4	38.3
CCN(c1ccccc1)S(=O)(=O)c1cc(NC(=O)CN2CCN(C)CC2)ccc1Cl	0.7	0.5	i	·	0.6	7.7	2.0	5.5	3.9	·
CC(C)(C)[C@@H]1C=C(C(=O)N2CCN(Cc3ccccc3)CC2)O[C@H](OCc2ccc(CO)cc2)C1	0.3	3.0	0.6	0.1	1.8	-2.2	-8.1	-5.6	2.2	12.0
COc1ccc(C(=O)OCc2cc(=O)oc3cc(C)ccc23)cc1S(=O)(=O)N1CCOCC1	2.4	·	-1.3	·	-4.7	12.4	·	·	-0.2	·
COc1ccc(OC)c(CNC(=O)CCC(=O)N2Cc3cccc(OC)c3Oc3ncccc32)c1	0.0	-0.1	-0.5	-6.5	6.4	9.5	1.0	-5.0	-1.0	12.8
CC(C)CC(=O)Nc1ccc(OCC(=O)O)cc1	-0.5	0.9	i	0.9	-0.6	-2.8	-10.1	3.6	5.3	13.6
COc1ccc(NC(=O)CSc2nnc3ccc(-c4cccnc4)nn23)cc1	-0.3	6.5	i	·	2.8	5.8	0.0&-0.6	-4.7	0.1	·
O=C(N/C(=C/c1ccc(Cl)cc1)c1nc2ccccc2[nH]1)c1ccco1	1.8	-0.5	0.4	-0.1	10.0	42.2*	-0.3	1.4	3.9	2.7
COc1ccc(-c2occ(C(=O)O)c2C(=O)O)cc1	-0.4	-0.1	·	1.4	-3.1	-7.4	-8.5	-8.0	20.7	4.7
CSCCC(NS(=O)(=O)c1ccc2c(c1)oc(=O)n2C)C(=O)NC1CCN(Cc2ccccc2)CC1 (centres undefined)	-2.3	-3.8	1.1	1.6	3.7	7.3	-7.0	-2.7	0.0	11.6
CCOC(=O)c1ccccc1NC1OC(=O)c2ccccc21 (centres undefined)	0.6	0.5	i	-4.3	7.5	12.0	-7.9	2.2	7.6	-2.5

The list is partial; rates above refer to the full screens.
